Source: PubChem BioAssay
OPRM1-OPRD1 inv = mu-delta opioid heterodimer inverse agonism | actives 0.21% (n = 340,000) | inhibition, % at 9.3 µM | cell-based MOR-DOR heterodimer luminescence; in the data active = inhibition above about 22%, passing the limit was not always enough;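 note: 0% = cells with DMSO and 100% = wells without cells with DMSO; values of inactives mirror those of a sister screen read the other way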
Target sequence (P35372 whole entry, looked up): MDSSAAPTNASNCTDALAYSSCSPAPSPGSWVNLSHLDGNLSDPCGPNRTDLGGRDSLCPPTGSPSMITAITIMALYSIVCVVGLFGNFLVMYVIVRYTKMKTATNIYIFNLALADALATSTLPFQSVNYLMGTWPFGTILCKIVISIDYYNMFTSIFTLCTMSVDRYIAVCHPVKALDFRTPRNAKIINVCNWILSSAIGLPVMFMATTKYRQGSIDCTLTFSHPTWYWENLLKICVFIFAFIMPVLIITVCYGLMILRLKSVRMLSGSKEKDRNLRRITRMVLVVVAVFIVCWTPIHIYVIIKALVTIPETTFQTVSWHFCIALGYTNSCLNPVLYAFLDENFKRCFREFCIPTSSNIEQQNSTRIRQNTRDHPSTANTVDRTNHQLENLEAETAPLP
Target sequence (P41143 whole entry, looked up): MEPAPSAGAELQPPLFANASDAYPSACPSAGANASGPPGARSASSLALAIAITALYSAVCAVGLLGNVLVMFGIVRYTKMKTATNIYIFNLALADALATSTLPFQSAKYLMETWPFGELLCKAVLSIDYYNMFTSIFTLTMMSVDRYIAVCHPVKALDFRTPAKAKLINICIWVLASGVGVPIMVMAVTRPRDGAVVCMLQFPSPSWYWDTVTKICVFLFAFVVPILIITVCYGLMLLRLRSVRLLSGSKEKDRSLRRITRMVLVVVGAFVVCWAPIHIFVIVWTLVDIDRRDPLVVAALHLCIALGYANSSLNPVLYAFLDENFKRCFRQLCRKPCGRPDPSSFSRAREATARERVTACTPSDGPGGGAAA
DAGLB inh = diacylglycerol lipase beta (human) inhibition. AID 504411. actives 0.059% (n = 340,000). inhibition, % at 5.17 µM. HEK293T DAGLB membrane lysate, EnzChek fluorogenic substrate; in the data active = inhibition above about 34%;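 note: 0% = enzyme with vehicle and 100% = wells lacking enzyme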
Arrestin-AP2 inh = human beta-arrestin and AP2 interaction inhibition | AID 504490 | inhibition, % at 10 µM | FITC-arrestin peptide / GST-AP2 beads, flow cytometry; AP2 beta2 appendage carries R879A mutation | actives 0.31% (n = 340,000);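 active = inhibition above a set limit, near 3 SD of compounds lacking own fluorescence, cut at about 54% in these data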;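 note: plate controls were DMSO wells for no effect and 5 µM unlabelled arrestin peptide for full effect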
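Assay system: GST-AP2 R879A bound to glutathione beads, E. coli-expressed; Medium: PBS with 0.05% Tween 20 and 0.1% BSA; Also added: fluorescein-tagged arrestin peptide at 50 nM final; Timing: 12 min plus 1 h, RT; Measured by: flow cytometry, FL1 (488/535 nm); Evaluation: percent drop in bead-associated FITC signal.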
HTR5A inv ctr = inverse agonist of human HTR5A in OPRM1-OPRD1 counter-screen; P47898; HTR5A cell line, luminescence, inverse agonism; inhibition, % at 9.3 µM; actives 0.083% (n = 340,000); in the data active = inhibition mostly above about 23%, no sharp cut-off; inactive = mostly below about 18%;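 note: 0% = cells with DMSO and 100% = no-cell wells with DMSO; some compounds called inactive have numbers as strong as hits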
HTR5A ag ctr = HTR5A agonism, opioid heterodimer counter-screen; actives 0.61% (n = 340,000); P47898; HTR5A agonist assay, luminescence, cell-based; activation, % at 9.3 µM; in the data active = activation mostly above about 9.5%, no sharp cut-off; inactive = mostly below about 7.6%;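 note: 0% = cells with vehicle only and 100% = reference agonist; strong numbers were not always called active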
V-ATPase pH = regulators of yeast V-ATPase proton transport; S. cerevisiae, pHLuorin cytosolic pH fluorescence; actives 0.37% (n = 350,000); AID 504577; response, % at 10 µM; in the data active = response mostly above about 7.3%, no sharp cut-off; inactive = mostly below about 5.4%; note: actives read high; inactives centre near 0; some compounds called inactive have numbers as strong as hits; reference of the scale not given here
PKA-R2B activ = activates the human PKA-R2B holoenzyme complex; P22694+P31323; actives 0.079% (n = 340,000); AID 504700; PKA-R2B holoenzyme dissociation, Cy5-IP20 fluorescence polarization; R2B truncated from residue 108, S112A mutant; 0% DMSO only, 100% 113 µM cGMP; activation, % at 11.4 µM;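 active = activation above a cutoff set at the mean over all compounds plus 3 SD, cut at about 18% in these data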;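 note: higher means more holoenzyme dissociation and a rise in polarization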
MOR-DOR ag = agonists of human mu-delta opioid receptor heterodimerization; P35372+P41143; cells, OPRM1-OPRD1 heterodimerization, luminescence; activation, % at 9.3 µM; actives 0.3% (n = 340,000); in the data active = activation above about 18%;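 note: 0% = vehicle-treated cells and 100% = reference agonist; values of inactives mirror those of a sister screen read the other way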
PKA-R1A act = activates the PKA-R1A holoenzyme complex | P00514+P68181 | PKA-R1A dissociation, Cy5-IP20 fluorescence polarization; scaled: DMSO 0%, 113 µM cGMP 100% | activation, % at 11.4 µM | actives 0.083% (n = 340,000);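 active = percent activation above the mean of all tested compounds plus 3 SD, cut at about 19% in these data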;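 note: higher means more PKAc released from R1A so a rise in polarization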
DSG3 Ab inh = inhibitors of pemphigus antibody binding to human desmoglein-3. actives 0.48% (n = 310,000). AID 588358. DSG3-coupled beads, scFv-anti-DSG3-GFP binding, flow cytometry; hits give low values. binding (percent of control), % at 10 µM;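 active = binding more than 3 SD below its plate's average and above zero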;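 note: hits lower antibody fragment binding to DSG3; some compounds called inactive have numbers as strong as hits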
An asterisk follows results filed as active; · = no result given.

SMILES	OPRM1-OPRD1 inv	DAGLB inh	Arrestin-AP2 inh	HTR5A inv ctr	HTR5A ag ctr	V-ATPase pH	PKA-R2B activ	MOR-DOR ag	PKA-R1A act	DSG3 Ab inh
Cc1ccccc1CS(=O)(=O)Cc1ccc(C(=O)NC2CCCC2)o1	21	-1	27	-1	0	0	0	-4.1	-3	104
COC(=O)CCS(=O)(=O)c1ccc(NC(C)=O)cc1	4	2	-3	1	1	-1	6	-0.7	-7	103
CCOc1cccc2sc(=NC(=O)CCS(=O)(=O)c3ccccc3)n(CC)c12	11	-2	-5	0	1	9	4	-3.4	-12	109
O=C(CN1C(=O)c2ccccc2S1(=O)=O)NCc1ccco1	6	3	-8	-2	1	11	4	-1.0	-10	98
Cc1nn(C)c(C)c1/C=C(/C(=O)C(C)(C)C)n1cncn1	6	-4	5	6	0	-7	-3	-1.2	0	108
CC(C)C(C)NC(=O)COc1ncnc2ccccc12 (configuration not stated)	7	-4	0	4	-3	3	-4	-1.8	-6	116
Cn1c(NC(=O)c2ccccc2Br)cc(=O)n(C)c1=O	13	3	-2	9	-3	-2	-12	-2.6	2	100
Cc1c(C)n(C)c2ccc(C(=O)NCCCN3CCN(c4ccccc4F)CC3)cc12	-3	1	6	9	-2	1	3	0.6	-16	109
O=C1[C@@H]2[C@H](C(=O)N1Cc1cccnc1)[C@H]1C=C[C@@H]2C1	14	-1	-1	-19	6	1	2	-2.6	2	99
Cc1cccc(NC(=O)CCN2CC(C)CC(C)C2)c1 (configuration not stated)	3	2	-3	16	-4	-3	8	-0.6	-2	102
Cc1ccc(S(=O)(=O)Nc2cccc(C(=O)NCc3ccccn3)c2)cc1F	4	0	-19	-5	2	-2	-9	-0.8	-3	112
CC1CCC(C(=O)NC(C(=O)NCCCN2CCOCC2)C(C)C)CC1 (configuration not stated)	10	1	-2	7	6	3	-2	-2.0	-4	104
CCC(Oc1ccccc1)C(=O)Nc1nc2c(s1)C(=O)CC(C)(C)C2 (configuration not stated)	5	-3	21	0	3	-2	2	-0.8	-8	·
CCOc1ccc(NC(=O)CSc2nnc(CCNC(=O)c3ccc(OC)cc3)n2CC)cc1	3	-3	25	9	-1	-2	-14	-0.6	-7	101
COc1ccccc1NC(=O)CC(=O)Nc1ccccc1OC	2	-4	1	13	-4	4	-11	-0.5	-7	101
O=C(CN1C(=O)NC2(CCCCCCC2)C1=O)Nc1ccc(Br)cc1	3	-5	19	-9	4	-1	8	-0.8	-5	85
CCc1ccc2[nH]c(=O)c(CN(Cc3ccccc3OC)Cc3nnnn3Cc3ccco3)cc2c1	-42	9	0	-5	10	-5	10	7.5	5	118
CC1Oc2ccccc2N(CC(=O)c2ccc(F)cc2)C1=O (configuration not stated)	15	-3	39	-5	2	-1	5	-2.6	4	100
Cc1cc(N2CCN(C3CCCCC3)CC2)n2nc(C)nc2n1	13	0	0	11	-4	-3	-2	-2.6	-11	105
O=C(CS(=O)(=O)c1cn(Cc2cccc(F)c2)c2ccccc12)N1CCCCC1	19	0	21	-5	4	0	7	-3.2	-8	·
N/C(=N\N=C\c1ccc2c(c1)OCO2)c1nonc1N	13	0	-1	-11	-2	-2	-7	-2.0	5	91
O=C(O)CCc1nc(-c2ccccc2)no1	14	0	-11	8	-3	2	-5	-2.4	9	·
COCCN(C(=O)Cc1csc(-c2cccc(Cl)c2)n1)c1c(N)n(Cc2ccccc2)c(=O)[nH]c1=O	4	1	4	9	-4	3	-8	-0.9	-6	·
COc1ccccc1/C=C/C=N/N1CCN(Cc2ccccc2)CC1	-25	-6	6	-4	-2	-15	3	3.7	6	101
CCc1nnc(NC(=O)Cc2sc(C)nc2-c2ccc(C)cc2)s1	-14	-2	13	-14	5	-1	1	3.0	2	92
Cc1cccc(N2CCN(C(=O)CC(NC(=O)c3ccccc3Cl)c3ccccc3)CC2)c1C (configuration not stated)	-5	-3	-1	5	-2	-1	0	0.7	3	92
COc1ccc(S(=O)(=O)N(CCCN2CCOCC2)Cc2ccc(OC)c(OC)c2)cc1	10	-1	0	4	-4	-1	-2	-2.2	1	94
CSC1=C(C#N)C(c2ccccc2Cl)C(C(=O)c2cccs2)C(O)(C(F)(F)F)N1 (configuration not stated)	18	-1	48	9	3	2	-2	-3.3	4	·
C=CCn1c(SCC(=O)Nc2ccccc2F)nc2ccccc2c1=O	0	-5	36	5	-1	1	8	0.1	-7	96
COc1ccc(C)cc1S(=O)(=O)Nc1ccc(F)c(Cl)c1	-6	0	3	-7	-1	2	-11	1.0	-3	99
CNC(=S)Nc1cccc(C(C)=O)c1	9	-3	2	-5	1	5	4	-1.7	-8	100
C/C(N)=C(/C#N)C(=O)CSc1nc2ccccc2c(=O)n1Cc1ccc(F)cc1	-13	-2	5	6	3	-1	-3	2.5	-1	91
CN(C)C(CNC(=O)c1cccs1)c1ccco1 (configuration not stated)	8	0	26	6	-2	1	4	-1.6	0	98
Cc1ccc(-n2nnnc2SCC(=O)c2ccc3c(c2)NC(=O)CO3)c(C)c1	6	-2	-1	7	-2	-4	-12	-1.2	4	103
Cc1ccc(Cl)c(NC(=O)CSc2cccc[n+]2[O-])c1Cl	11	-1	-5	3	-1	-2	-10	-2.2	-10	130
COc1cc(C(=O)N2CCN(C)C(C)C2)ccc1OC1CCN(C(C)=O)CC1 (configuration not stated)	9	-1	-5	-30	0	-1	-13	-1.6	6	104
COc1cccc(CN2CCNC(=O)C2CC(=O)N2CCCCO2)c1OC (configuration not stated)	-2	0	-1	-6	0	-5	2	0.3	6	101
CCC(OC(=O)C(NC(=O)c1ccccc1)c1ccccc1)C(=O)Nc1cc(C)on1 (configuration not stated)	-1	4	-4	0	0	3	2	0.1	8	100
Cc1nc(CC(=O)NNS(=O)(=O)c2ccc(F)c(Cl)c2)cs1	11	-2	-10	-5	1	-1	-13	-2.0	-4	103
CCOc1ccc(NC(=O)CN(C)C(=O)CCNC(=O)c2ccc(Br)cc2)cc1OCC	3	-1	30	4	-2	5	-4	-0.4	-5	99
Cc1csc(NC(=O)c2cc3c(C)nn(Cc4ccccc4Cl)c3s2)n1	-15	-2	-5	3	-2	1	3	3.0	7	112
CCn1c(SCC(=O)N2CCCC2=O)nc2ccccc21	·	0	·	·	·	·	6	·	1	99
COc1ccc(-c2cc(C)no2)cc1S(=O)(=O)NCC(C)c1ccccc1 (configuration not stated)	-12	-2	0	-9	-2	-3	5	2.2	3	107
O=C(NCCc1ccccc1)C(c1cccs1)N(C(=O)c1csnn1)C1CC1 (configuration not stated)	11	-1	4	5	-2	-1	-3	-2.1	-4	101
COCCNC(=O)CN(C(=O)CCC(=O)Nc1cc(C)on1)c1cccc(C)c1C	19	2	-2	-20	-2	5	-4	-3.1	16	·
COC(=O)C1(C(O)C(=O)c2ccc(C)cc2C)CCCCC1 (configuration not stated)	-22	-3	3	7	1	-1	5	3.7	-5	·
CCOC(=O)c1c(NC(=O)CSc2nnc(C)s2)sc2c1CCCCC2	-9	-10	6	-3	2	11	3	1.5	-4	97
COc1ccc(CN2C(=O)c3cccnc3C2Nc2cc(Cl)ccc2OC)cc1 (configuration not stated)	-4	14	-4	-25	0	1	-5	0.8	-6	119

In the list so far, these have a cyano group.
SMILES	OPRM1-OPRD1 inv	DAGLB inh	Arrestin-AP2 inh	HTR5A inv ctr	HTR5A ag ctr	V-ATPase pH	PKA-R2B activ	MOR-DOR ag	PKA-R1A act	DSG3 Ab inh
CSC1=C(C#N)C(c2ccccc2Cl)C(C(=O)c2cccs2)C(O)(C(F)(F)F)N1 (configuration not stated)	18	-1	48	9	3	2	-2	-3.3	4	·
C/C(N)=C(/C#N)C(=O)CSc1nc2ccccc2c(=O)n1Cc1ccc(F)cc1	-13	-2	5	6	3	-1	-3	2.5	-1	91

Continued.
SMILES	OPRM1-OPRD1 inv	DAGLB inh	Arrestin-AP2 inh	HTR5A inv ctr	HTR5A ag ctr	V-ATPase pH	PKA-R2B activ	MOR-DOR ag	PKA-R1A act	DSG3 Ab inh
O=C(C1CCC(CNc2c(N3CCCCC3)c(=O)c2=O)CC1)N1CCCCC1 (configuration not stated)	3	-5	0	1	0	0	-4	-0.5	-15	107
CC(C)c1ccc(Nc2c([N+](=O)[O-])c(=O)n(C)c3ccccc23)cc1	17	3	-15	3	3	-4	-6	-3.3	-4	110
O=c1c2ccccc2nnn1Cc1ccccc1	5	-6	35	-2	-10	0	-1	-0.9	-5	97
CCNc1sc(C(=O)c2cccs2)c(N)c1C#N	12	-4	2	5	-2	0	-1	-2.8	-6	108
Cc1ccc(N2CCN(S(=O)(=O)c3ccc4oc(=O)ccc4c3)CC2)c(C)c1	-13	-3	21	-5	2	-3	5	1.8	-3	·
CCOc1cccc(CNCc2cccnc2)c1OCc1ccccc1	18	0	-26	-1	1	-1	-6	-3.7	8	115
O=C1C2CC=CCC2C(=O)N1c1n[nH]c(-c2ccccc2)n1 (configuration not stated)	-1	0	20	4	3	-2	-2	0.2	2	106
Cc1cc(C)cc(NC(=O)N2CCCN(Cc3c(F)cccc3Cl)CC2)c1	3	-5	13	-8	3	0	4	-0.6	-1	·
O=C1CC(c2ccccc2)n2nc(NC(=O)c3cccs3)nc2N1 (configuration not stated)	3	1	0	-5	1	1	2	-0.5	8	101
Cc1noc(/C=C/c2ccccn2)c1[N+](=O)[O-]	-18	0	-8	8	-2	0	4	3.6	-9	134
COc1ccc2c(-c3ccc(OCCN4CCOCC4)cc3)c(-c3ccccc3OC)sc2c1	-11	-5	31	2	0	3	-7	2.5	-7	105
COc1ccc(S(=O)(=O)NC2CCCCC2)cc1C	1	1	-2	-18	4	1	1	-0.1	14	99
CCC1CCCCN1C(=O)CSc1nnc(-c2ccco2)o1 (configuration not stated)	-1	2	3	10	2	2	-4	0.3	0	103
COc1ccc(S(N)(=O)=O)cc1C(=O)NCC1(N2CCCCC2)CCCCC1	3	-2	10	-19	3	0	0	-0.5	-5	109
CCC(=O)c1cc2c(cc1NC(=O)c1ccccc1)OCCO2	11	-3	-3	-16	-1	3	-3	-1.8	-21	94
CC(C)(C)C(=O)COC(=O)CCc1nc2ccccc2[nH]c1=O	15	-4	7	4	-1	1	1	-3.0	-1	100
CCOc1ccc(CCNC(=O)c2nnn(CC(=O)Nc3c(C)cc(C)cc3C)c2N)cc1OCC	-4	0	19	-8	4	2	3	0.9	-7	103
Cc1cccc(NC2=C(Cl)C(=O)OC2OC(=O)c2ccco2)c1 (configuration not stated)	8	18	-12	6	4	3	5	-1.8	5	104

Rewritten with values under each structure: 3 of the compounds above.
Values in the order – OPRM1-OPRD1 inv | DAGLB inh | Arrestin-AP2 inh | HTR5A inv ctr | HTR5A ag ctr | V-ATPase pH | PKA-R2B activ | MOR-DOR ag | PKA-R1A act | DSG3 Ab inh
CCC1CCCCN1C(=O)CSc1nnc(-c2ccco2)o1 (configuration not stated)
  -1 | 2 | 3 | 10 | 2 | 2 | -4 | 0.3 | 0 | 103
COc1ccc(S(N)(=O)=O)cc1C(=O)NCC1(N2CCCCC2)CCCCC1
  3 | -2 | 10 | -19 | 3 | 0 | 0 | -0.5 | -5 | 109
CCC(=O)c1cc2c(cc1NC(=O)c1ccccc1)OCCO2
  11 | -3 | -3 | -16 | -1 | 3 | -3 | -1.8 | -21 | 94

No enrichment for hits; about 2.4% have a hit in one of these screens.
